# Screening results deposited in PubChem BioAssay by several laboratories.
# PME-1 primary: blocks human protein phosphatase methylesterase 1; Q9Y570; recombinant PME-1, FP-Rh probe fluorescence polarization; inhibition, % at 5.9 µM; 0.53% of 320,000 active; AID 2130;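 active = inhibition above the campaign mean of all compounds plus 3 SD, cut at about 26% in these data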;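 also: competitive labeling of PME-1 active site by serine hydrolase directed probe; 0% = PME-1 with DMSO and 100% = wells lacking PME-1 enzyme; inhibitors block probe labeling so polarization falls and inhibition rises; many of its hits are not listed in these tables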
# Target sequence (Q9Y570 whole entry, looked up): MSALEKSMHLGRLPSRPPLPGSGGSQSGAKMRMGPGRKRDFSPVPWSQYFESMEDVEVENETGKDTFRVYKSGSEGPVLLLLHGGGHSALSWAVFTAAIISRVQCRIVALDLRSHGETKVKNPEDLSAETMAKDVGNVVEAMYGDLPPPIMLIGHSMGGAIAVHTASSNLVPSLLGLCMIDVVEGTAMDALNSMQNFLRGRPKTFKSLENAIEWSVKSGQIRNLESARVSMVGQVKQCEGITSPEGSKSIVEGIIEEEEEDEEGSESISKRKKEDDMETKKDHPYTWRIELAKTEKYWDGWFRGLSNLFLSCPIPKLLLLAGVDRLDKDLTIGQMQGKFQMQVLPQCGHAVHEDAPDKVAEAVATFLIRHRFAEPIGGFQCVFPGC
# Bcl-xL primary: inhibitors of human Bcl-xL; Q07817; GST-Bcl-xL / FITC-Bim BH3 peptide fluorescence polarization; inhibition, % at 10.9 µM; 0.7% of 320,000 active;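 active = inhibition above the mean of all tested compounds plus 3 SD, cutoff set per campaign, cut at about 30% in these data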;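 also: 0% = DMSO wells and 100% = unlabeled Bim-BH3 peptide competitor; inhibitors lower millipolarization by displacing the labeled peptide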
# MCL1-BIM inh: inhibitors of human MCL1 binding to BIM-BH3 peptide. 0.68% of 320,000 active. AID 2057. Q07820. inhibition, % at 10.9 µM. GST-MCL1 / FITC-Bim-BH3 fluorescence polarization;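 active = inhibition above the mean inhibition of all tested compounds plus 3 SD, set per campaign, cut at about 40% in these data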;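 also: 0% = DMSO wells and 100% = unlabeled Bim-BH3 peptide control; higher means more loss of mP so more displacement of Bim peptide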
# PAFAH1B2 inh: inhibitors of human PAFAH1B2; P68402; 1.2% of 340,000 active; recombinant PAFAH1B2, FP-rhodamine activity probe, fluorescence polarization; inhibition, % at 3.39 µM; AID 492953;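 active = inhibition above the mean of all tested compounds plus 3 SD, cut at about 24% in these data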;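 also: 0% = enzyme with DMSO and 100% = wells lacking PAFAH1B2; many of its hits are not listed in these tables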
# Target sequence (P68402 whole entry, looked up): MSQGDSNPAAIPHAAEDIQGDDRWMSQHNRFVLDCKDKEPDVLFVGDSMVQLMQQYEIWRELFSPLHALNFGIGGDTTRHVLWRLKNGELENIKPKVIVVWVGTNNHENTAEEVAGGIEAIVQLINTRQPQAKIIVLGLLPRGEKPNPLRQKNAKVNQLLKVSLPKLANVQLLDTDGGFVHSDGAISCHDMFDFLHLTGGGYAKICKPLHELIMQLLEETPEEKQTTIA
# GLD-1 TGE inh: GLD-1-TGE RNA interaction inhibition (C. elegans); Q17339; purified GLD-1 + fluorescein TGE RNA, fluorescence polarization; inhibition, % at 5.96 µM; 0.44% of 320,000 active; AID 2280;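 active = percent inhibition above a per-plate cutoff, the plate mean of test compounds plus 3 SD, cut at about 30% in these data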;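 also: 0% = DMSO wells with GLD-1 and probe and 100% = wells lacking GLD-1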
# AHR act: activators of human aryl hydrocarbon receptor | AHR-responsive luciferase reporter cells, luminescence | activation, % at 5 µM | 2.5% of 320,000 active | AID 2796; in the data active = activation above about 47%;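 also: 0% = vehicle wells and 100% = reference agonist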
# MEX-5 binding: C. elegans MEX-5 TCR-2 RNA binding activity | activity score (negative = inhibition of binding), % at 10 µM | Q9XUB2 | 0.38% of 300,000 active | MEX-5/FITC-TCR2 RNA binding, fluorescence polarization; stronger effect = lower value;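 active = inhibition past about -25% in most replicates, and total fluorescence under double the plate's negative control median, limit read from the data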;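 also: 0% = DMSO and -100% = 5 µM competing unlabeled TCR2 RNA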
# Fam108B inh: Fam108B inhibition, counter-screen for RBBP9 inhibitors. inhibition, % at 9.51 µM. 0.33% of 300,000 active. recombinant Fam108B, FP-Rh probe fluorescence polarization;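 active = inhibition above the screen mean inhibition plus 3 SD, computed separately per campaign, cut at about 18% in these data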;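 also: inhibitors lower polarization as less probe binds the enzyme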
# pPAFAH inh: pPAFAH (human) enzyme inhibition; Q13093; recombinant pPAFAH, FP-rhodamine probe fluorescence polarization; inhibition, % at 3.39 µM; 1.5% of 330,000 active; AID 463082;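 active = inhibition above the mean inhibition across the screen plus 3 SD, cut at about 25% in these data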;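 also: inhibitors block binding of the rhodamine activity-based probe so polarization drops; 0% = enzyme with DMSO and 100% = wells lacking pPAFAH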
# Target sequence (Q13093 whole entry, looked up): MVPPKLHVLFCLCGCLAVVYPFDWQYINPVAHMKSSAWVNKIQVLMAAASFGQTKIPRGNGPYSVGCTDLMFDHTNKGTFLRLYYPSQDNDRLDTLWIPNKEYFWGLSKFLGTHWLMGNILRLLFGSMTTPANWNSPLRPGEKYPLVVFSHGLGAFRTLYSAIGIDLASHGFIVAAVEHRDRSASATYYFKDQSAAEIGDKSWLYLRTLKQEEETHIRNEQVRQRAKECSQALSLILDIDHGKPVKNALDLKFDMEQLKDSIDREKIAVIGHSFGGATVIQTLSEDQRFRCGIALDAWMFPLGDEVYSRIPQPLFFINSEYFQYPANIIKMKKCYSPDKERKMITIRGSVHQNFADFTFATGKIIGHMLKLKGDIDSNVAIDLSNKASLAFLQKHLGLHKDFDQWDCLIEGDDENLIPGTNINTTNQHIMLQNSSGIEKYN
# Active calls of the source: *; nt = not tested or not shown. Not all compounds are listed; count on the stated rates, not on these rows.
Compound	Fam108B inh	GLD-1 TGE inh	pPAFAH inh	MEX-5 binding	MCL1-BIM inh	PME-1 primary	Bcl-xL primary	AHR act	PAFAH1B2 inh
CC1(C(=O)O)CCC(C(=O)NNC(=O)c2ccccc2O)C1(C)C (configuration not stated)	3	-3	0	2.5	9	-1	5	7	0
Cc1nnc(SCC(=O)NC2CCCCC2)n(N)c1=O	2	-1	5	0.5	-1	1	3	1	0
Cc1ccc2cn[nH]c2c1NC(N)=S	-1	-13	3	0.5	4	5	4	0	-2
O=C(COC(=O)c1ccc(Cl)nc1)NC(=O)c1ccccc1	4	-6	0	-3.5	8	-5	3	0	-1
COc1cccc2[nH]c3c(N4CCCCC4)ncnc3c12	0	-2	5	1.8	-1	1	-1	38	4
Cc1csc(SCC(=O)Nc2nc(-c3ccccc3)cs2)n1	7	14	-4	-0.5	-2	-8	1	18	0
CN1CCN(c2ccc(NS(=O)(=O)c3ccc(Cl)cc3)cn2)CC1	0	-3	3	-0.6	28	-2	29	7	5
O=C(Cn1ccc2ccccc2c1=O)NCCC(=O)Nc1ccc2c(c1)OCCO2	-2	3	-3	0.3	-1	-4	2	0	8
NCCNc1ccc([N+](=O)[O-])cc1	2	10	-4	1.2	5	-1	5	-1	-1
Cc1nonc1OCCNC(=O)C12CC3CC(CC(C3)C1)C2	0	-2	2	0.5	-1	2	3	-1	9
O=C1C2CCCCC2C(=O)N1c1ccc(NC2CCCCC2)c([N+](=O)[O-])c1 (configuration not stated)	2	0	10	nt	4	7	-1	6	13
Cc1ccc(NC(=O)C2CCN(C(=O)c3cccs3)CC2)c(C)c1	6	-6	0	1.9	-13	0	-12	1	-1
Cc1ccc(Cl)cc1NC(=O)CC1NC2CCCCC2NC1=O (configuration not stated)	2	3	3	1.9	2	-8	0	1	4
CCOc1ccc(CCNC(=O)CCC(=O)c2cccs2)cc1OCC	nt	3	-2	nt	nt	nt	nt	9	5
COc1ccc(NS(=O)(=O)c2cc(NC(=O)c3ccc(=O)[nH]c3)ccc2C)cc1	nt	4	-13	nt	-19	-5	-3	0	-1
O=C(COC(=O)/C=C/c1ccco1)Nc1ncc(C(F)(F)F)cc1Cl	0	4	17	-2.2	28	-3	17	7	0
CCOC(=O)C1(Cc2cccc(OC)c2)CCN(Cc2cccn2-c2ccccn2)CC1	3	-8	0	1.5	2	-5	-2	1	-6
Cc1cnc(NC(=O)c2ccc(Cl)nc2)s1	-3	1	0	-0.8	5	1	2	40	3
O=C(Nc1ccccc1)Nc1cccc2cccnc12	-4	9	3	1.3	1	-2	3	71*	2
CCN1CCN(C(=O)c2cc3c(s2)-c2c(C)cccc2OC3)CC1	2	2	14	3.3	-1	2	3	4	2
CCN(CC)C(=O)CCNS(=O)(=O)c1ccc(C)cc1	4	-5	-4	-0.8	15	-7	4	5	2
CC1=NN(C(C)C)C(=O)C1	1	0	-2	1.5	-2	-4	3	-1	2
COc1cc(C(=O)N2CCN(c3ccccc3O)CC2)ccc1OCC(=O)N1CCOCC1	nt	2	6	nt	-3	5	5	1	8
COc1ccc(C(=O)CSc2ccc(-c3ccccc3)nn2)cc1	-7	4	-2	0.3	2	-4	3	3	-2
CC1CCCCN1CC(=O)Nc1ccccc1Sc1ccccc1 (configuration not stated)	0	2	0	2.7	-16	5	-5	1	3
CC1CCCC/C1=N\NC(=S)NCCc1ccccc1 (configuration not stated)	-3	3	-6	3.3	-12	5	-8	12	11
O=C(CCn1cnnn1)Nc1cccc(F)c1	2	4	3	-1.9	0	-2	2	2	5
CCN(CC)S(=O)(=O)c1ccc2c(c1)N(CC(=O)N1CCC(C(N)=O)CC1)C(=O)CO2	-3	-13	-6	1.1	-20	-12	-13	4	-2
COc1ccccc1-c1coc2cc(OCC(=O)OCc3ccccc3)ccc2c1=O	-7	6	18	-1.5	3	-6	2	2	0
N/C(COc1cccc(Cl)c1)=N\O	-1	1	1	0.7	2	0	7	2	5
FC(F)Oc1ccc(-c2csc(NNC3=NCCCCC3)n2)cc1	4	-2	3	-0.1	3	3	7	4	-1
COc1cc(OC)cc(C(=O)N2CC(=O)Nc3ccccc32)c1	-4	1	3	-0.2	1	-1	3	0	-3
Cc1ccc(CNC(=O)C2CCN(S(=O)(=O)c3c(C)noc3/C=C/c3ccco3)CC2)cc1	-2	-4	7	-0.7	-6	-8	-6	-2	-3
c1cc2nc(C34CC5CC(CC(C5)C3)C4)[nH]c2cn1	3	6	2	0.3	12	5	4	14	10
COc1cccc(C2C(C#N)=C(N)Oc3cc(C)n(Cc4ccco4)c(=O)c32)c1 (configuration not stated)	-2	-3	1	0.1	1	3	8	-2	1
Cc1cnc(C(=O)OCC(=O)Nc2cc(Cl)ccc2C#N)cn1	nt	3	5	nt	nt	nt	nt	39	2
Cn1c(SCC(=O)Nc2ccc3cn[nH]c3c2)nnc1-c1cccs1	5	4	0	-1.7	-6	14	-10	20	0
CCN1CCN(c2ccc(S(=O)(=O)N3CCCCC3)cc2NC(=O)c2cc3ccccc3o2)CC1	0	-2	7	5.4	-13	4	-12	9	2
O=C(O)c1ccccc1-c1ccccc1C(=O)Nc1nc2ccccc2s1	-1	0	1	0.1	2	4	6	2	-3
CNS(=O)(=O)c1cc(NC(=O)c2cncn2-c2ccccc2)ccc1C	6	0	2	2.3	3	-4	3	8	10
CCCc1cc(=O)[nH]c(SCC(=O)N(C)CC(=O)Nc2ccc(C)cc2)n1	-1	-1	3	1.4	3	-6	1	-1	13
Cn1c(=NC(=O)c2ccc(S(=O)(=O)N3CCCc4ccccc43)cc2)sc2cc(S(C)(=O)=O)ccc21	-8	5	5	3.0	-2	-9	5	5	-2
Cc1cc(C)nc(NC2=NCC(=O)N2c2ccccc2Br)n1	2	9	0	-1.3	9	1	0	10	-2
CC(C)(C)CC(=O)Nc1nnc(SCC(=O)NCc2cccs2)s1	3	8	2	0.3	1	1	3	2	8
CCOc1ccccc1CN1C(=O)c2ccccc2C1C(=O)NC(C)CC (configuration not stated)	1	5	0	-0.4	2	2	5	1	1
CNC(=O)CSc1nnc(-c2cnccn2)n1C	-6	0	-5	-0.2	0	-11	2	-1	2
Cc1ccc(-n2c(SCCN)nnc2-c2cccc(C)c2)cc1	3	3	2	-1.9	-8	0	-3	0	2
CN(Cc1cc([N+](=O)[O-])c2cccnc2c1O)C1CCCCC1	-3	1	-5	-2.9	10	-2	2	0	nt
Oc1ccc(N=Nc2ccccc2-c2nn[nH]n2)c(O)c1	40*	8	83*	-35*	39	22	31*	9	16
Cc1ccc(C(=O)C(C)OC(=O)Cn2cnc3c2c(=O)n(C)c(=O)n3C)cc1 (configuration not stated)	0	2	2	1.0	-13	7	-8	1	-2
CCOC(=O)c1ccc(/C=N/O)[n+](Cc2ccccc2)c1	5	3	0	1.7	6	-4	3	2	4
c1ccc(-c2nnsc2-c2ncc[nH]2)cc1	6	1	0	1.2	-2	4	5	1	6
CCOC(=O)c1ccc(N2CCN(C(C)=O)CC2)c(NC(=O)c2cccnc2)c1	0	0	0	2.2	-5	-5	2	1	1
CN(C)/C=N/c1c(C#N)cnn1C	3	-1	5	0.5	-4	-2	-2	0	5
Cc1oc(-c2ccccc2F)nc1CS(=O)(=O)CC(=O)NC1CCCC1	4	-1	-3	1.1	9	0	4	1	-1
Cc1onc(-c2ccccc2)c1C(=O)Nc1ccccc1NC(=O)c1c(-c2ccccc2)noc1C	-2	1	3	-0.1	-2	1	-1	-1	3

# Next structures follow:
Compound	Fam108B inh	GLD-1 TGE inh	pPAFAH inh	MEX-5 binding	MCL1-BIM inh	PME-1 primary	Bcl-xL primary	AHR act	PAFAH1B2 inh
NS(=O)(=O)c1ccc(NC(=S)Nc2ccc(C(=O)N3CCCCC3)cc2)cc1	-1	2	1	2.4	1	-1	3	-3	-1
CC(=O)Oc1ccc(/C=C(\NC(=O)c2cccc(Br)c2)C(=O)Nc2ccc(C(=O)O)cc2)cc1	-5	-8	0	0.3	10	-2	4	-1	5
COc1ccc(OC)c(N2C(=O)c3cccnc3C2=O)c1	1	10	5	2.1	7	1	3	0	0
O=C(CSc1ccccc1)Nc1nccs1	-4	5	2	2.4	1	-4	5	2	6
COc1ccc(-c2cc(C(=O)NCCCN3CCOCC3)on2)cc1OC	3	5	2	-1.7	13	0	-1	8	-3
COCCNC(=O)c1ccc2c(c1)NC(=O)CS2	4	5	7	1.3	8	1	2	2	5
Cc1ccc(-c2nc(CS(=O)(=O)CC(=O)NCc3cccc(F)c3)c(C)o2)cc1	5	-2	1	1.0	-5	0	1	-1	0
CCOc1ccc(CCNS(=O)(=O)c2ccc3c(c2)N(C(C)=O)CCO3)cc1OCC	-1	7	5	-1.7	-6	-2	-3	5	0
CCOC(=O)C1=C(C)NC(=S)NC1c1ccco1 (configuration not stated)	2	6	13	-0.1	12	-1	12	1	4
CC1(C)O[C@H]2OC([C@H](O)CON3C(=O)c4ccccc4C3=O)[C@H](O)[C@H]2O1 (some centres not stated)	1	8	4	nt	2	2	4	0	nt
O=C1C(Cl)=C(NCCCO)C(=O)c2ccccc21	0	8	0	-0.9	9	6	10	16	7
CCOC(=O)c1ccc(-c2ccc(C(=O)Nc3cccnc3)o2)cc1	-2	1	1	-3.8	-5	-7	5	49*	2
Brc1ccc(-c2noc(CCc3ccccc3)n2)o1	-1	-3	0	1.5	5	0	3	7	28*
O=C(CNC(=O)Cc1ccccc1)NCC(=O)OCC(=O)c1cccc2ccccc12	-1	-1	23	1.8	0	4	8	-1	0
CCOc1cccc(-c2c(C(=O)N/N=C/c3c(F)cccc3Cl)nnn2-c2nonc2N)c1	0	0	-4	-0.3	-2	3	-1	0	0
Fc1ccc(CSc2nnc(-c3ccco3)o2)cc1	-3	-4	8	0.9	1	-1	0	-4	1
CCC(C(=O)Nc1ccc(C(=O)O)cc1NC(=O)C(CC)c1ccccc1)c1ccccc1 (configuration not stated)	0	-10	11	-0.7	-2	0	4	-2	22
O=C(CCN1C(=O)C2C3CCC(C3)C2C1=O)OCC(=O)c1ccc(Br)cc1 (configuration not stated)	-4	-2	2	1.7	10	-7	3	-1	18
COc1ccc(NC(=O)c2cc(Br)ccc2Cl)c(OC)c1	4	7	2	-1.7	0	3	-2	107*	0
COCCOC(=O)c1c(C)n(C)c2ccc(OC(=O)C3CC3)cc12	0	6	20	1.9	1	13	-2	18	1
O=C(O)C1CCN(S(=O)(=O)c2cccc3nsnc23)CC1	1	2	0	-0.1	6	-5	3	-2	3
COc1ccc(NC(=O)CN(C2CCCCC2)S(C)(=O)=O)cc1OC	0	4	-3	-0.5	5	-5	1	0	4
Cc1cc(C)c2c(=O)c(C#N)coc2c1	-2	-33	3	-0.3	-5	-9	-3	11	7
CCC1=NN(C(=O)C(=O)Nc2ccc(Br)cc2)C(O)(C(F)(F)F)C1 (configuration not stated)	0	-1	4	-6.4	-12	-6	-12	5	11
